Screening results (PubChem)
PglD DTNB: blocks C. jejuni PglD acetyltransferase activity. purified PglD enzyme, DTNB colorimetric CoA detection. inhibition, % at 12.5 µM. 360,000 tested, 0.098% active. AID 602405; in the data active means inhibition above about 16%, passing the limit was not always enough; further: strong numbers were not always called active
Statin myotox sup: suppression of simvastatin myotoxicity | C2C12 myotubes + simvastatin, ATP luminescence, 48 h; scaled: DMSO 0, geranylgeraniol control 100 | rescue of ATP level, % at 7.49 µM | 330,000 tested, 0.78% active;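 active means mean ATP rescue above about 67%, or every replicate alone reaching that limit, limit read from the data, passing the limit was not always enough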;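 further: myotubes were challenged with 10 µM simvastatin during compound exposure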
* = called active by the depositor.

Results for COc1cccc(NC(=O)CSc2nnc(-c3cc(-c4ccccn4)nc4ccccc34)o2)c1 ?
PglD DTNB: -4; Statin myotox sup: 83*

What do the screens show for `COc1ccccc1NC(=O)Cn1nnc(C(=O)Nc2ccccc2)c1N`?
PglD DTNB: 1; Statin myotox sup: 6

What do the screens show for `COc1ccc2nc(NC(=O)CCNS(=O)(=O)c3ccc4c(c3)oc(=O)n4C)sc2c1`?
PglD DTNB: 4; Statin myotox sup: 2

Results for Cc1cc(C)c(NC(=O)C2CCN(c3cnccn3)CC2)c(C)c1 ?
PglD DTNB: 0; Statin myotox sup: 9

What do the screens show for `COc1ccc(C)cc1NC(=O)CN1CCN(S(=O)(=O)c2ccc(C(C)C)cc2)CC1`?
PglD DTNB: 4; Statin myotox sup: 40

Results for CC(C)CN1C(=O)c2ccc(NC(=O)c3cccs3)cc2C1=O ?
PglD DTNB: -1; Statin myotox sup: -12

Results for Cc1cc2oc(=O)cc(Cn3ccnc3)c2cc1C ?
PglD DTNB: -3; Statin myotox sup: 0

Results for CCOC(=O)C1CCCN(CCC(=O)Nc2ccccc2)C1 (stereo unspecified) ?
PglD DTNB: 4; Statin myotox sup: -1

How did CC(C)(C(=O)c1ccccc1)/[N+]([O-])=C/c1ccccc1 do in these assays?
PglD DTNB: 4; Statin myotox sup: 17

What do the screens show for `Cc1cc(C)nc(SCNC(=O)c2ccc(Cl)cc2)n1`?
PglD DTNB: -3; Statin myotox sup: -5

What do the screens show for `CC(C)c1cc(NC(=O)CSc2nnc(-c3ccccc3F)n2C)on1`?
PglD DTNB: 6; Statin myotox sup: -1

Results for COc1ccc(N(C)S(=O)(=O)c2cccc(C(=O)Nc3ccc(-n4cnnn4)cc3)c2)cc1 ?
PglD DTNB: 7; Statin myotox sup: -12

Results for O=C(c1ccncc1)c1ccc(NS(=O)(=O)c2ccc(Br)s2)cc1 ?
PglD DTNB: -5; Statin myotox sup: 6

Results for COc1ccc(-c2cn3c(C)c(C(=O)NC(C)C)sc3n2)cc1 ?
PglD DTNB: -4; Statin myotox sup: 8

What do the screens show for `COc1cccc(CC(C(=O)Nc2cc(C)ccc2C)c2nn[nH]n2)c1OC` (stereo unspecified)?
PglD DTNB: -3; Statin myotox sup: 6

What do the screens show for `CCS(=O)(=O)N1Cc2ccccc2CC1C(=O)Nc1ccc(C)cc1` (stereo unspecified)?
PglD DTNB: -4; Statin myotox sup: -1

Results for CC(C)C(NS(=O)(=O)c1cccs1)C(=O)NCCN1CCN(c2ccccc2)CC1 (stereo unspecified) ?
PglD DTNB: -6; Statin myotox sup: 10

Results for COc1cc(C(=O)NC2CCN(C)CC2)ccc1Nc1ncc2c(n1)N(C1CCCC1)CCC(=O)N2C(C)C ?
PglD DTNB: -2; Statin myotox sup: -10

Results for CCN(CC)C(=O)/C(=C\c1cccc([N+](=O)[O-])c1)NC(=O)c1ccco1 ?
PglD DTNB: -4; Statin myotox sup: 17

How did CCC(C)(C)NC(=O)Cc1ccc(OC)c(OC)c1 do in these assays?
PglD DTNB: -4; Statin myotox sup: 3

Results for COc1ccc(-c2cc3nc4c(c(=O)n3[nH]2)CCC4)cc1 ?
PglD DTNB: -1; Statin myotox sup: -2

Results for CC1(C)NC(=O)N(CC(O)CN2CCCCC2)C1=O (stereo unspecified) ?
PglD DTNB: -2; Statin myotox sup: 5

What do the screens show for `COC(=O)C1=C(O)/C(=C\c2ccc(O)c(OC)c2)N=C1C`?
PglD DTNB: -1; Statin myotox sup: 7

How did Cc1ccc(S(=O)(=O)Nc2nc3n(n2)C(c2ccc(Cl)cc2)CC(=O)N3)cc1 (stereo unspecified) do in these assays?
PglD DTNB: -1; Statin myotox sup: 14

How did Cc1cccc2cc(C#N)c(SCC(=O)N3CC(=O)Nc4ccccc43)nc12 do in these assays?
PglD DTNB: -2; Statin myotox sup: -74

Results for Cc1n[nH]c(=O)nc1NCc1ccco1 ?
PglD DTNB: -5; Statin myotox sup: 7

How did CC1(CCc2ccc3c(c2)OCO3)NC(=O)c2ccccc2N1 (stereo unspecified) do in these assays?
PglD DTNB: -3; Statin myotox sup: 10

How did O=C(c1ccccc1)c1coc2ccc(O)c(CN3CCOCC3)c12 do in these assays?
PglD DTNB: -1; Statin myotox sup: 20

How did CC(C(=O)OCC(=O)Nc1ccc2c(c1)OCO2)N1C(=O)c2ccccc2C1=O (stereo unspecified) do in these assays?
PglD DTNB: -1; Statin myotox sup: 5

What do the screens show for `COc1cc(C(=O)NCc2ccc(-c3nc4ccccc4o3)cc2)cc(OC)c1OC`?
PglD DTNB: -3; Statin myotox sup: 8

What do the screens show for `O=C1CC(C2CCCO2)C(=O)N1Cc1ccccc1` (stereo unspecified)?
PglD DTNB: 3; Statin myotox sup: 5

How did N#Cc1nc(-c2ccc(OCc3ccc(Cl)cc3)cc2)oc1NCc1cccnc1 do in these assays?
PglD DTNB: -3; Statin myotox sup: -2

What do the screens show for `CC(C)N(Cc1nc(-c2ccccc2)no1)C(=O)CSc1ccccc1`?
PglD DTNB: 2; Statin myotox sup: 18

What do the screens show for `CC(C)CCn1cnc2c(NCc3ccccc3)ncnc21`?
PglD DTNB: 1; Statin myotox sup: -4

How did NC(=O)CC1SC(N)=NC1=O (stereo unspecified) do in these assays?
PglD DTNB: -3; Statin myotox sup: 50

What do the screens show for `Cc1noc(N)c1C(=O)Nc1ccc(F)cc1`?
PglD DTNB: -2; Statin myotox sup: 3

Results for O=C(NNC(=S)Nc1ccccc1)c1cccc(Br)c1 ?
PglD DTNB: 0; Statin myotox sup: -11

How did O=C1c2ccccc2CC1Sc1nnc(-c2ccccn2)o1 (stereo unspecified) do in these assays?
PglD DTNB: -2; Statin myotox sup: 8

How did CCN(CC)S(=O)(=O)c1ccc(-c2nnc(SCC(=O)Nc3nc(C)cs3)o2)cc1 do in these assays?
PglD DTNB: 0; Statin myotox sup: -4

What do the screens show for `Cc1ccccc1Cn1nc(C)c(NC(=O)c2cc3nc(-c4ccco4)cc(C(F)(F)F)n3n2)c1C`?
PglD DTNB: 0; Statin myotox sup: 39

In the list so far, these have two or more sulfur atoms:
What do the screens show for `COc1ccc2nc(NC(=O)CCNS(=O)(=O)c3ccc4c(c3)oc(=O)n4C)sc2c1`?
PglD DTNB: 4; Statin myotox sup: 2

Results for O=C(c1ccncc1)c1ccc(NS(=O)(=O)c2ccc(Br)s2)cc1 ?
PglD DTNB: -5; Statin myotox sup: 6

Results for CC(C)C(NS(=O)(=O)c1cccs1)C(=O)NCCN1CCN(c2ccccc2)CC1 (stereo unspecified) ?
PglD DTNB: -6; Statin myotox sup: 10

How did CCN(CC)S(=O)(=O)c1ccc(-c2nnc(SCC(=O)Nc3nc(C)cs3)o2)cc1 do in these assays?
PglD DTNB: 0; Statin myotox sup: -4

Next section.
How did Cc1ccc(S(=O)(=O)n2nc(-c3ccco3)nc2SCc2ccccc2)cc1 do in these assays?
PglD DTNB: 3; Statin myotox sup: 109*

Results for O=c1[nH]c(=O)n(Cc2ccco2)c2c1C(C(F)(F)F)(C(F)(F)F)N=C(CCc1ccccc1)N2 ?
PglD DTNB: 0; Statin myotox sup: -25

What do the screens show for `Cc1ccc(C)c(-n2c(-c3csc(C)c3)n[nH]c2=S)c1`?
PglD DTNB: 4; Statin myotox sup: 4

What do the screens show for `Cc1ccc2[nH]cc(C(=O)CN3CCC4(CC3)OCCO4)c2c1`?
PglD DTNB: -2; Statin myotox sup: -16

How did CCOC(=O)CSc1nc(N)cc(=O)[nH]1 do in these assays?
PglD DTNB: 8; Statin myotox sup: 1

What do the screens show for `CC1CCN(C(=S)NC(=O)C2CCCCC2)CC1`?
PglD DTNB: 5; Statin myotox sup: -15

What do the screens show for `Cc1cc(NS(=O)(=O)Cc2ccccc2)cc(C)c1OCC(=O)N1CCOCC1`?
PglD DTNB: 5; Statin myotox sup: -6

How did O=C(Nc1c(C(=O)N2CCCC2)cnn1-c1ccccc1)c1cccc(F)c1 do in these assays?
PglD DTNB: -3; Statin myotox sup: 0

Results for O=C(Oc1ccc2ccccc2c1Cl)N1CCCC1 ?
PglD DTNB: -6; Statin myotox sup: -2

What do the screens show for `O=C(COc1cccc2ccccc12)NNC(=O)[C@@H]1CCCC[C@@H]1C(=O)O`?
PglD DTNB: -4; Statin myotox sup: -18

How did CCCN(CCC)C(=O)c1cc(-c2ccc3c(c2)OCO3)nc2ccccc12 do in these assays?
PglD DTNB: 9; Statin myotox sup: 21

How did Cc1cc(C(=O)CSc2nnc(Nc3ccccc3F)s2)c(C)n1CC1CCCO1 (stereo unspecified) do in these assays?
PglD DTNB: -5; Statin myotox sup: -5

How did CCOC(=O)N1CCC(NC(=O)CCc2cn(C)c3ccccc23)CC1 do in these assays?
PglD DTNB: -1; Statin myotox sup: 7

What do the screens show for `O=C(CC1SC(=O)N(Cc2cccc3ccccc23)C1=O)Nc1nccs1` (stereo unspecified)?
PglD DTNB: -331; Statin myotox sup: 16

Results for O=c1c2cc(-c3ccccc3)sc2ncn1-n1cccc1 ?
PglD DTNB: -3; Statin myotox sup: -35

Results for C=CCn1c(SCc2ccc(Cl)cc2)nc2c1c(=O)[nH]c(=O)n2C ?
PglD DTNB: -6; Statin myotox sup: 27

What do the screens show for `O=C(Nc1ccc(C(F)(F)F)cc1)c1cc(-c2cccnc2)nc2ccc(Br)cc12`?
PglD DTNB: 4; Statin myotox sup: 4

How did O=C(c1cccnc1)N1CCN(c2ccc(Cl)cc2)CC1 do in these assays?
PglD DTNB: 8; Statin myotox sup: -10

What do the screens show for `COc1ccc(O)c(C(=O)c2cnc3onc(C(C)C)c3c2)c1`?
PglD DTNB: 0; Statin myotox sup: -2

How did CCCCN1C(=O)NC(NC(C)=O)(C(F)(F)F)C1=O (stereo unspecified) do in these assays?
PglD DTNB: -4; Statin myotox sup: 105*

2 entries drawn at random from those above:
Results for COc1cccc(NC(=O)CSc2nnc(-c3cc(-c4ccccn4)nc4ccccc34)o2)c1 ?
PglD DTNB: -4; Statin myotox sup: 83*

How did O=C(c1cccnc1)N1CCN(c2ccc(Cl)cc2)CC1 do in these assays?
PglD DTNB: 8; Statin myotox sup: -10

Returning to the listing with the two entries that preceded the break.
What do the screens show for `COc1ccc(O)c(C(=O)c2cnc3onc(C(C)C)c3c2)c1`?
PglD DTNB: 0; Statin myotox sup: -2

How did CCCCN1C(=O)NC(NC(C)=O)(C(F)(F)F)C1=O (stereo unspecified) do in these assays?
PglD DTNB: -4; Statin myotox sup: 105*

How did Cc1c(CN(C)C)c2c(n1Cc1ccccc1)C(=O)c1ccccc1-2 do in these assays?
PglD DTNB: -12; Statin myotox sup: -10

What do the screens show for `CCc1cccc(NC(=O)c2cccc3c2C(=O)N(C2CCCCC2)C3)c1`?
PglD DTNB: 2; Statin myotox sup: -3

How did Cc1onc(-c2c(F)cccc2Cl)c1C(=O)NC(=S)NC1CCSC1=O (stereo unspecified) do in these assays?
PglD DTNB: 6; Statin myotox sup: 7

How did Cc1cc(NS(=O)(=O)c2ccc(NC(=O)c3ccoc3C)cc2)nc(C)n1 do in these assays?
PglD DTNB: 0; Statin myotox sup: 10

How did O=C(CN(C1CCCCC1)S(=O)(=O)c1ccc(Cl)cc1)NCCCO do in these assays?
PglD DTNB: -3; Statin myotox sup: 11

What do the screens show for `COc1cccc(/C=N/Nc2nn3cnnc3c3ccccc23)c1O`?
PglD DTNB: -6; Statin myotox sup: -6

How did COc1ccc(C(=O)n2nc(C)cc2Nc2ccccc2)cc1 do in these assays?
PglD DTNB: 2; Statin myotox sup: 2

Results for Cc1noc(C)c1CSc1nnc(-c2cc(Cl)ccc2Cl)n1N ?
PglD DTNB: 4; Statin myotox sup: -24

Results for O=C1C(=O)N(Cc2ccco2)C(c2cccc(Cl)c2)/C1=C(\O)c1ccc2c(c1)OCCO2 (stereo unspecified) ?
PglD DTNB: 5; Statin myotox sup: 0

Results for Cc1nc2nc(C)c(CCC(=O)Nc3ccc4c(c3)OCO4)c(C)n2n1 ?
PglD DTNB: -5; Statin myotox sup: 3

Results for COc1cccc(NC(=O)NC2CCN(Cc3nnnn3Cc3ccc(F)cc3)CC2)c1 ?
PglD DTNB: -4; Statin myotox sup: -9

What do the screens show for `Cc1nnc(SCC(=O)NC2CC2)n1CCc1ccccc1`?
PglD DTNB: 4; Statin myotox sup: -15

What do the screens show for `Cn1cnc2c1c(=O)n(Cc1ccc(F)cc1Cl)c(=O)n2C`?
PglD DTNB: -6; Statin myotox sup: -3

Results for FC(F)(F)c1cc(C(F)(F)F)n2nc(-c3sccc3-n3cccc3)cc2n1 ?
PglD DTNB: 6; Statin myotox sup: -3

Results for O=S(=O)(c1ccc2c(c1)OCCO2)N1CCC(c2nc3ccc(Cl)cc3[nH]2)CC1 ?
PglD DTNB: -5; Statin myotox sup: -40

How did Cn1cnnc1SCc1ccccc1Br do in these assays?
PglD DTNB: -3; Statin myotox sup: -1

Results for CC(=O)NCC(=O)N(Cc1ccco1)C1(C(=O)NC2CCCCC2)CCCCC1 ?
PglD DTNB: -3; Statin myotox sup: -10

Results for COc1ccccc1Oc1cc(C#N)c(C#N)cc1-n1nnc2ccccc21 ?
PglD DTNB: 9; Statin myotox sup: 21

Results for N#Cc1nc(-c2ccc(Cl)cc2)oc1NCCc1ccccn1 ?
PglD DTNB: -6; Statin myotox sup: 16

Results for CC1=N/C(=C\c2ccc([N+](=O)[O-])cc2)C(=O)N1c1ccc(Br)c(C)c1 ?
PglD DTNB: 3; Statin myotox sup: -14

Results for Cc1ccc2nc(NC(=O)CSCC(=O)OCC(=O)c3ccccc3)sc2c1 ?
PglD DTNB: 1; Statin myotox sup: 31

Results for N#Cc1ccc(C23CC4CC(CC(C4)C2)C3)[nH]c1=O ?
PglD DTNB: -8; Statin myotox sup: 23

Results for CCOC(=O)c1ccc(NC(=O)CCc2c(C)nc3ncnn3c2C)cc1 ?
PglD DTNB: -1; Statin myotox sup: 2

What do the screens show for `COC(=O)COc1ccc(S(=O)(=O)N2CCN(c3ccccc3F)CC2)cc1C`?
PglD DTNB: -2; Statin myotox sup: -34

Results for Cn1nnc(NC(=O)c2cccc(OCc3ccccc3)c2)n1 ?
PglD DTNB: 1; Statin myotox sup: -4

How did COc1ccccc1N1CCN(Cc2cc(=O)n3ccsc3n2)CC1 do in these assays?
PglD DTNB: -3; Statin myotox sup: 8

The list is partial, so the mix of outcomes need not match the whole.
